# Artemis endo inh – inhibitors of human Artemis endonuclease activity; recombinant Artemis, quenched FAM hairpin cleavage fluorescence; AID 686954; inhibition, % at 10 µM; hit rate 0.78% among 30,000; Q96SD1;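 active means at 10 µM dose, at least 30% inhibition, measured as corrected fluorescence normalized to stimulator and neutral control wells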
# An asterisk follows results filed as active. Not all compounds are listed; count on the stated rates, not on these rows.
SMILES,Artemis endo inh
COc1ccc(Sc2ccc(NC(=O)c3ccccc3Cl)cc2C#N)cc1,0.1
CN1CCN(c2c(F)cc3c(=O)c(C(=O)O)cn4c3c2SCC4)CC1,-14.4

# Bioassay records as filed in PubChem.
